Myeloid diff MLP: myeloid differentiation induction. hit rate 1% among 360,000. calls only at 10 µM. ER-HoxA9 myeloid progenitors, lysozyme-GFP differentiation, flow cytometry. AID 624256;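 active means normalized GFP-positive differentiation at or above the plate's own cutoff, the solvent-only control mean plus 3 SD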;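 further: cells exposed to compound for four days before flow analysis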
LYP inhibition: inhibitors of LYP phosphatase, biochemical, fluorescence intensity, uHTS (AID 1779). recombinant LYP phosphatase, fluorescence intensity; higher % means a stronger effect. inhibition, % at 11.5 µM; hits with a dose series show IC50 in µM. hit rate 0.054% among 290,000; in the data active means inhibition above about 50%;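 further: plate controls were vehicle with enzyme for no effect and no enzyme for full effect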
Myeloid diff MLP GFP+ MAC1+ %: recorded beside Myeloid diff MLP, whose call it bears; GFP+ MAC1+ double positive, %; measured here: differentiation confirmed by MAC1 staining
The depositor's hits bear a star; i = inactive. Only part of the results is shown. The share of hits here may be higher or lower than overall.

SMILES	Myeloid diff MLP	Myeloid diff MLP GFP+ MAC1+ %	LYP inhibition
COc1cc(Cl)ccc1OCc1cc(C(=O)N2CCCCCC2)no1	i	1.2	-9%
COc1ccccc1NC(=O)CCS(=O)(=O)c1ccc2c(c1)NC(=O)C(C)S2 (configuration not stated)	i	4.9	-13%
COc1cc(CNC(C)C23CC4CC(CC(C4)C2)C3)cc(OC)c1OC (configuration not stated)	i	0.5	-13%
O=C(CC1C(=O)NCCN1C(=O)Nc1ccccc1)Nc1cc(Cl)cc(Cl)c1 (configuration not stated)	i	0.6	-8%
Cc1cccc2sc(NC(=O)C3CC3)nc12	i	0.6	1%
CCc1nn(CCCC(=O)N2CCN(c3ccc(OC)cc3)CC2)c(=O)c2cc3occc3n12	i	3.3	-13%
COc1ccc(S(=O)(=O)N2CCNC(=O)CC2)cc1	i	0.4	-13%
Cc1c(C(=O)N(C)Cc2cccc(F)c2)oc2c(Cl)cccc12	i	0.3	-7%
Cc1nc(COc2cc3oc(=O)cc(C)c3cc2Cl)cs1	i	0.9	0%
O=C(COc1ccc2ccc(=O)oc2c1)Nc1nccs1	i	0.8	-15%
CC(=O)Nc1ccc2c(c1)nc(CCNC(=O)c1ccco1)n2C	i	1.5	-8%
CC1(C)C(C(=O)O)N2C(=O)C(NC(=O)Cc3ccccc3)C2S1=O (configuration not stated)	i	0.3	-3%
Cc1ccc(O)c(/C=N/NC(=O)COc2ccc3c(C)cc(=O)oc3c2)c1	i	3.1	0%
O=C1NC(=O)/C(=C/c2cccc3ccccc23)S1	i	0.7	-6%
Cc1ccc(SCC(=O)NCCc2ccccc2)cc1	i	0.7	-10%
Cc1nc([N+](=O)[O-])cn1CC(=O)Nc1ccc(Cl)cc1	i	0.8	-4%
Cc1ccccc1-n1ncc2c1CC(C)(C)CC2NC(=O)CCN1CCCCC1=O (configuration not stated)	i	1.9	0%
Cn1c(=O)[nH]c(=O)c2c1nc(N1CCCC1)n2CCO	i	2.1	-10%
COc1cc(OC)c(NC(=O)CCNS(=O)(=O)c2ccc3c(c2)CC(C)N3C(C)=O)cc1Cl (configuration not stated)	i	1.6	-16%
COc1ccccc1NC(=O)CN(c1ccccc1C)S(C)(=O)=O	i	0.5	-3%
N#CCN1C(=O)C(=O)N(Cc2cccc(C(F)(F)F)c2)C1=O	i	0.7	-8%
CCOc1ccc(-c2c(C(=O)N/N=C/c3cccc(Br)c3)nnn2-c2nonc2N)cc1	i	0.0	-5%
Cc1ccc(S(=O)(=O)Oc2ccc(/C=N/N=C3/NC(=O)C(CC(=O)O)S3)cc2)cc1[N+](=O)[O-] (configuration not stated)	i	0.8	-2%
CCCN(CC(=O)Nc1ccccc1C)C(=O)Cc1coc2cc(C)ccc12	i	0.0	-6%
Cc1cccc(C)c1NC(=O)CSc1nc(N2CCOCC2)nc(N2CCOCC2)n1	i	1.9	-11%
COc1ccc(C)cc1NC(=O)c1ccccc1N(C)S(=O)(=O)c1ccccc1	i	0.8	-4%
CCC1Sc2ccc(S(=O)(=O)CCC(=O)NC3CCCCCC3)cc2NC1=O (configuration not stated)	i	0.0	-9%
N#Cc1ccccc1S(=O)(=O)Nc1ccc2c(c1)OCCO2	i	0.2	-6%
NC(=O)NC(=O)CN1c2cccc3cccc(c23)S1(=O)=O	i	1.9	-4%
CCOc1nc2cnccc2n(CC(=O)Nc2ccccc2F)c1=O	i	2.2	-11%
COc1cc(-c2noc(C)c2C(=O)NCCc2c[nH]c3ccccc23)cc(OC)c1OC	i	2.2	-6%
Cc1cccc(NC(=O)CSc2nnc(CNC(=O)c3ccco3)n2C)c1	i	0.2	-5%
FC(F)(F)c1ccccc1/C=N/n1c(C2CCCCC2)n[nH]c1=S	i	0.7	-6%
CC(C)(C)c1cc(/C=C2\NC(=O)NC2=O)cc(C(C)(C)C)c1O	i	2.0	-2%
C/C(=N/NS(=O)(=O)c1ccccc1)c1c[nH]c2ccccc12	i	1.7	-4%
COc1ccc(CNC(=O)N2CCN(c3ccc(F)cc3)CC2)cc1	i	0.6	-12%
NC(=O)CC(NC(=O)Cc1ccc(Cl)cc1)c1ccc(NCCOc2ccccc2)c([N+](=O)[O-])c1 (configuration not stated)	i	1.1	-6%
CC(C(=O)O)n1c2ccccc2c2cnn(C)c(=O)c21 (configuration not stated)	i	0.6	5%
CCCC(=O)Nc1nnc(/C=C/c2ccc(OC)cc2)s1	i	0.1	-4%
CCc1ccc(-c2cc(C)no2)cc1S(=O)(=O)N1CCN(c2ccccn2)CC1	i	0.0	-5%
CCOc1ccccc1CN1C(=O)NC2(CCCCCC2)C1=O	i	0.8	-4%
Oc1ccc(/C=N/n2c(COc3ccccc3)n[nH]c2=S)cc1O	i	0.2	2%
COc1ccc(NS(=O)(=O)c2ccc3c(c2)NC(=O)CC(=O)N3)cc1OC	i	2.5	-3%
COc1ccc(C(=O)Nc2cc(OC)cc3cccnc23)cc1	i	0.3	1%
O=C(O)c1ccc(CNCc2cccc(OCc3ccc(F)cc3)c2)cc1	i	0.7	-11%
Cc1ccc2c(c1)N(C(=O)CCC(=O)NCc1cccnc1)CCO2	i	1.8	-10%
CSc1ccccc1-c1nc(-c2ccncc2)no1	i	1.0	-12%
Cn1cccc1C(=O)NCc1ccc(Cl)cc1	i	4.1	-7%
O=C(COc1ccc2c3c(c(=O)oc2c1)CCC3)NCCN1CCOCC1	i	0.4	-7%
COc1ccc(C(C(=O)NC2CCCC2)N(CCCO)C(=O)Cn2nnc(-c3ccc(C)o3)n2)cc1 (configuration not stated)	i	0.5	-3%

(more compounds)
SMILES	Myeloid diff MLP	Myeloid diff MLP GFP+ MAC1+ %	LYP inhibition
CC(=O)Nc1ccc(NC(=O)C(c2ccccc2)c2ccccc2)cc1	i	0.6	-10%
Cc1ccc(C)c(N2CCN(CC3CCCCC3)CC2)c1	i	0.7	-9%
CCOC(=O)Cn1cnc2c(nnn2-c2ccccc2)c1=O	i	3.4	-6%
COc1ccccc1CNC(=O)[C@H](Cc1c[nH]c2ccccc12)NC(=O)[C@@H]1Cc2ccccc2CN1	i	3.0	-12%
COc1ccccc1NC(=O)CSc1nnc(-c2ccccn2)o1	i	0.8	-10%
COc1ccc(C(c2nnnn2C2CCCC2)N2CCN(C(=O)c3ccco3)CC2)cc1OC (configuration not stated)	i	0.2	-6%
CN(C)CCCNC(=O)N1c2ccccc2C=Cc2ccccc21	i	0.5	-5%
C=CCOc1ccc(C(=O)O)cc1Cl	i	0.8	-8%
COc1ccc(-c2noc3c2-c2nc(-c4ccc(Cl)cc4)sc2CC3)cc1	i	0.5	-4%
Cc1nc(CSc2ccc(Cl)cc2)cs1	i	0.6	3%
CCOc1ccccc1-n1c(SCC(=O)N2CCOCC2)nc2ccccc2c1=O	i	0.9	-7%
CCCOc1ccccc1C(=O)N1CCNC(=O)C1CC(=O)OC(C)C (configuration not stated)	i	0.1	-8%
Cc1ccccc1S(=O)(=O)Oc1cccc2c(O)cccc12	i	0.4	-8%
CCC1CCCCN1S(=O)(=O)c1ccc(C(=O)Nc2nnc(C3CC3)o2)cc1 (configuration not stated)	i	0.8	-5%
Cc1ccn2c(=O)c(C(=O)NCCN3CCOCC3)c(O)nc2c1	i	1.4	-10%
CCC(=O)Nc1cc2c3c(c1)CCN3C(=O)CC2	i	5.1	-10%
Cc1ccccc1N(C)C(=O)C1CCCN(c2ncnc3c2nc2n3CCCCC2)C1 (configuration not stated)	i	2.9	-11%
CC(=O)Nc1ccc(N(C(=O)c2ccco2)C(C(=O)NC2CCCC2)c2ccncc2)cc1 (configuration not stated)	i	1.0	-7%
CCCC(C(=O)NCCC(C)C)N(Cc1ccccc1Cl)C(=O)c1snc(C(N)=O)c1N (configuration not stated)	i	0.3	-3%
CCCCCCCN1C(Nc2ccccc2)=NC[C@@H]1Cc1ccccc1	i	0.5	-9%
CN(C)S(=O)(=O)N1CCC(n2nccc2NC(=O)CCc2ccccc2)CC1	i	1.0	-7%
Cc1cc(NCc2cccnc2)nc(N)n1	i	0.8	-11%
COc1ccc(-c2noc3c2-c2nc(-c4cccc(C)c4)sc2CC3)cc1	i	0.5	-8%
CCCNC(=O)C1Cc2cc(S(=O)(=O)N3CCCC3)ccc2N1C(C)=O (configuration not stated)	i	1.7	-4%
Cc1cc(=O)n2nc(N3CCCC(C(=O)NCc4cccc(Br)c4)C3)sc2n1 (configuration not stated)	i	0.0	-16%
COc1cccc(-c2coc3cc4oc(=O)c(CC(=O)O)c(C)c4cc23)c1	i	0.5	-4%
Cc1ccc(C)c(Cn2nc(-c3cc(C)ccc3C)ccc2=O)c1	i	0.3	-8%
CCCC(C)NC(=O)COC(=O)c1ccc2c(c1)C(=O)N(Cc1ccco1)C2=O (configuration not stated)	i	1.0	-10%
CCn1cc(S(=O)(=O)NCc2ccc3c(c2)OCO3)cn1	i	0.6	-9%
COCCNC(=O)C(c1ccc(F)cc1)N(C(=O)CCC(=O)Nc1ccccn1)c1ccc(C)cc1 (configuration not stated)	i	0.6	-9%
COc1cc(OC)c(NC(=O)CN(C)S(=O)(=O)c2ccc3[nH]c(=O)oc3c2)cc1Cl	i	4.5	-5%
CC(C)CN(C(=O)CN1C(=O)C2CCCCC2C1=O)c1c(N)n(Cc2ccccc2)c(=O)[nH]c1=O (configuration not stated)	i	0.8	-12%
CC(=O)C1CCCN(C(=O)c2ccc3nc(Cc4cccc(Cl)c4)oc3c2)C1 (configuration not stated)	i	0.9	-5%
CN1C(=O)N(C)C(c2cccc([N+](=O)[O-])c2)C2=C1CCCC2=O (configuration not stated)	i	2.0	-3%
COc1cc(/C=C/C(=O)OCC(=O)NC(=O)NC2CCCCC2)ccc1OC(F)F	i	1.4	-8%
CCOC(=O)C(CC)n1cnc2c(nnn2-c2ccccc2)c1=O (configuration not stated)	i	2.5	-5%
Cc1ccc(NC2CCCN(C(=O)CCn3nccc3C)C2)cc1C (configuration not stated)	i	1.0	-1%
CCCOc1ccc(S(=O)(=O)Nc2ccccn2)c2ccccc12	i	1.4	-5%
CC(NC(=O)c1ccc(F)cc1)C1CC2CCC1C2 (configuration not stated)	i	0.7	-7%
Cc1c(NC(=O)Nc2cccc(F)c2)c(=O)n(-c2ccccc2)n1C	i	1.6	-11%
CCCCc1nnc(NC(=O)CSCc2cc(=O)n3ccsc3n2)s1	i	2.7	-10%
COc1ccc(N2C(=O)c3ccc(C(=O)Nc4ccc(NC(C)=O)cc4)cc3C2=O)cc1	i	1.0	-14%
CN(C)C(=O)COc1ccc2c(-c3ccccc3)cc(=O)oc2c1	i	0.4	-8%
Cc1ccc(CCNC(=O)CCCn2nc(C)c3c(C)n(-c4ccc(C)cc4)nc3c2=O)cc1	i	0.0	-10%
O=C(O)C1C2CCC(C2)C1C(=O)NCCc1ccccc1 (configuration not stated)	i	0.8	4%
COc1ccc(CCN(C)C(=O)c2c(C)nn(-c3ccccc3)c2C)cc1OC	i	5.9	-10%
Cc1cc(OCC(=O)Nc2cccnc2)c2c(C)cc(=O)oc2c1	i	0.8	-10%
COc1cccc(C(=O)Nc2ccc3nc4n(c(=O)c3c2)CCCC4)c1	i	0.1	-5%
Cc1cc(C)cc(N(CC(=O)NC(C)C)C(=O)CCC(=O)Nc2ccccn2)c1	i	0.5	-9%
COc1ccc(NC(=O)CN(C)CC(=O)Nc2cccc(C(C)=O)c2)cc1	i	0.3	-6%

(list continues)
SMILES	Myeloid diff MLP	Myeloid diff MLP GFP+ MAC1+ %	LYP inhibition
C/C(=C\C(=O)c1ccccc1)NNC(=O)c1ccc(Cl)cc1	i	0.5	-6%
O=C(C1=C(O)C(=O)N(CCCn2ccnc2)C1c1cccc(Br)c1)c1ccco1 (configuration not stated)	i	2.0	-2%
COc1ccc(NC(=O)Cc2nnc(SCC(=O)NC3CCCCC3C)n2C)cc1 (configuration not stated)	i	0.0	1%
Cc1c(C(=O)N2CCN(Cc3ccccc3)CC2)oc2c1C(=O)CC(C)(C)C2	i	0.3	-16%
CC(O)CN1CCN(C(=O)CN2C(=O)NC(c3ccccc3)(c3ccccc3)C2=O)CC1 (configuration not stated)	i	0.8	-5%
C=CCn1c(SCC(=O)NCC2CCCO2)nc2scc(-c3ccc(OC)cc3)c2c1=O (configuration not stated)	i	0.8	-3%

Compounds from the list above that contain a furan ring, fused or not (twelve):
SMILES	Myeloid diff MLP	Myeloid diff MLP GFP+ MAC1+ %	LYP inhibition
CCc1nn(CCCC(=O)N2CCN(c3ccc(OC)cc3)CC2)c(=O)c2cc3occc3n12	i	3.3	-13%
Cc1c(C(=O)N(C)Cc2cccc(F)c2)oc2c(Cl)cccc12	i	0.3	-7%
CC(=O)Nc1ccc2c(c1)nc(CCNC(=O)c1ccco1)n2C	i	1.5	-8%
CCCN(CC(=O)Nc1ccccc1C)C(=O)Cc1coc2cc(C)ccc12	i	0.0	-6%
Cc1cccc(NC(=O)CSc2nnc(CNC(=O)c3ccco3)n2C)c1	i	0.2	-5%
COc1ccc(C(C(=O)NC2CCCC2)N(CCCO)C(=O)Cn2nnc(-c3ccc(C)o3)n2)cc1 (configuration not stated)	i	0.5	-3%
COc1ccc(C(c2nnnn2C2CCCC2)N2CCN(C(=O)c3ccco3)CC2)cc1OC (configuration not stated)	i	0.2	-6%
CC(=O)Nc1ccc(N(C(=O)c2ccco2)C(C(=O)NC2CCCC2)c2ccncc2)cc1 (configuration not stated)	i	1.0	-7%
COc1cccc(-c2coc3cc4oc(=O)c(CC(=O)O)c(C)c4cc23)c1	i	0.5	-4%
CCCC(C)NC(=O)COC(=O)c1ccc2c(c1)C(=O)N(Cc1ccco1)C2=O (configuration not stated)	i	1.0	-10%
O=C(C1=C(O)C(=O)N(CCCn2ccnc2)C1c1cccc(Br)c1)c1ccco1 (configuration not stated)	i	2.0	-2%
Cc1c(C(=O)N2CCN(Cc3ccccc3)CC2)oc2c1C(=O)CC(C)(C)C2	i	0.3	-16%

Screens from PubChem BioAssay.
